PTHR1 agonist: qHTS for PTHR1 Agonists: Primary Screen | HEK293 GP2 PTHR1 cells, GloSensor cAMP luminescence, 1 h | 410,000 tested, 0.075% active | Potency, µM (doses to about 115 µM), for inactives: at the top dose activation, most hits filed as activators | Parathyroid hormone/parathyroid hormone-related peptide receptor (Homo sapiens), Q03431; note: potency is the fitted concentration of half-maximal effect; nearly all actives have a fitted effect of over 55% in size; some results filed as inactive show a strong effect at the top dose; inactives centre near -15; many of its hits are not listed in these tables
Target sequence (Q03431 whole entry, looked up): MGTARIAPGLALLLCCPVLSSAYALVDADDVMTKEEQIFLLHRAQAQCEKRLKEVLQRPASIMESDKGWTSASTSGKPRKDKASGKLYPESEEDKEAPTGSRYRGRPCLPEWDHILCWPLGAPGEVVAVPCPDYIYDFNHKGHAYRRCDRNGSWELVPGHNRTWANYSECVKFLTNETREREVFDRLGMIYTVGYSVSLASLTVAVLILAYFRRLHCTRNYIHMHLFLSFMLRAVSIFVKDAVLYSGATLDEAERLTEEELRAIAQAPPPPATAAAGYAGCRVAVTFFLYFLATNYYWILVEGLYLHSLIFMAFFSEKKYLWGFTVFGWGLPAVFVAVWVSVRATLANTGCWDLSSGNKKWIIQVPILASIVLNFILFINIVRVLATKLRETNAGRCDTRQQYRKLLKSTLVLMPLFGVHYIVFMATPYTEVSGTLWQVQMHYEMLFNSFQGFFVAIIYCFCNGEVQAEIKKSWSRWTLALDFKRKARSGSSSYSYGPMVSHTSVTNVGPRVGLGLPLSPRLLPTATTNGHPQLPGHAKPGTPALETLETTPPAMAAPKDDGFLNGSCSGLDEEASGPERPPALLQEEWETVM
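HEK-293-derived GP2 cells expressing PTHR1 and a GloSensor cAMP reporter, 3,000/well, plated overnight, given luciferin plus IBMX (each 0.5 mM as added) for 1 h at 37 °C, then compound for 1 h at 37 °C. Luminescence was read after 15 min at room temperature.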
pAkt inh: HTS Assay for Inhibitors of Akt Phophorylation: Primary Screen. Neuro2A IGF-stimulated pAkt S473 HTRF, 20 min; hits give low values. 360,000 tested, 0.32% active. activity change, % for hits at 50 µM; in the data active = activity change below about -80%; inconclusive = mostly about -51% to -80%; note: % is set by controls: 0 for no effect and ±100 for the full control effect
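Neuro2A cells in DMEM with 0.5% FBS, overnight at 37 deg C, given compound at single 50 µM final, then IGF (6 nM final) for 20 min at 37 deg C. Lysed; phospho-Akt Ser473 by HTRF after 24 h, 665/615 ratio.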
Abeta rescue: qHTS for compounds that reverse cellular toxicity of Amyloid beta (A-beta) peptide in yeast: Primary Screen | Potency, µM (titrated, usually from 46.1 µM), inactives show at the highest dose growth rescue, actives largely listed as activators | 410,000 tested, 0.063% active | yeast expressing A-beta42, growth rescue, OD600, 48 h; response scale: 0% DMSO, 100% iron-clioquinol control; note: potency is the fitted concentration of half-maximal effect; nearly all actives have a fitted effect of over 55% in size
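Growth rescue measured by 600 nm absorbance after 48 h yeast culture at 30 C with compound. Values normalized between DMSO and an equimolar ferric chloride plus clioquinol control.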
TDP43 rescue: qHTS of TDP-43 Inhibitors | 410,000 tested, 1.8% active | Potency, µM (top dose mostly 46.1 µM), for inactives: top-dose growth rescue (activation), most hits filed as activators | TDP-43 expressing yeast growth rescue, BacTiter-Glo, 24 h; note: potency is the fitted concentration of half-maximal effect; % of control where 0% means no effect; nearly all actives have a fitted effect of over 50% in size
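Cell-based yeast growth screen: TDP-43 expression induced in galactose, inoculum OD600=0.02 after raffinose pregrowth to mid-log. Read-out BacTiter-Glo luminescence at 24 hr, 30 deg C; inhibition of toxicity seen as signal increase.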
MmCpn inh: Inhibitors of TCP-1 ring complex (TRiC) of Methanococcus maripaludis (MmCpn): qHTS; Chaperonin Mm-Cpn (Methanococcus maripaludis); purified Mm-Cpn ATPase, ADP Transcreener TR-FRET; Potency, µM (highest dose often 76.9 µM), without a hit: top-dose activity, negative = inhibition, actives largely listed as inhibitors; 330,000 tested, 0.031% active; AID 504842, 2011; note: potency is the fitted concentration of half-maximal effect; % is set by controls: 0 for no effect and ±100 for the full control effect; nearly all actives have a fitted effect of over 80% in size
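ATPase turnover read by TR-FRET ADP competition (Eu cryptate antibody/ADP-d2, 665/590 nm): 10uM ATP final, 25nM Mm-CPN final, 30 min 37degC after 10-min compound preincubation, pH 7.4 Tris/KCl/MgCl2/DTT buffer.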
GLP1R inv ag: qHTS of GLP-1 Receptor Inverse Agonists (Inhibition Mode) | Glucagon-like peptide 1 receptor (Homo sapiens), P43220 | HEK293 GLP-1R CRE-luciferase, luminescence, 24 h; GLP-1R form is constitutively active | Potency, µM (doses to about 38.3 µM), inactives show at the highest dose activity change, negative = inhibition, hits mostly inhibitors | 410,000 tested, 1.6% active | AID 624417, 2012; note: potency is the fitted concentration of half-maximal effect; % is set by controls: 0 for no effect and ±100 for the full control effect; nearly all actives have a fitted effect of over 55% in size
Target sequence (P43220 whole entry, looked up): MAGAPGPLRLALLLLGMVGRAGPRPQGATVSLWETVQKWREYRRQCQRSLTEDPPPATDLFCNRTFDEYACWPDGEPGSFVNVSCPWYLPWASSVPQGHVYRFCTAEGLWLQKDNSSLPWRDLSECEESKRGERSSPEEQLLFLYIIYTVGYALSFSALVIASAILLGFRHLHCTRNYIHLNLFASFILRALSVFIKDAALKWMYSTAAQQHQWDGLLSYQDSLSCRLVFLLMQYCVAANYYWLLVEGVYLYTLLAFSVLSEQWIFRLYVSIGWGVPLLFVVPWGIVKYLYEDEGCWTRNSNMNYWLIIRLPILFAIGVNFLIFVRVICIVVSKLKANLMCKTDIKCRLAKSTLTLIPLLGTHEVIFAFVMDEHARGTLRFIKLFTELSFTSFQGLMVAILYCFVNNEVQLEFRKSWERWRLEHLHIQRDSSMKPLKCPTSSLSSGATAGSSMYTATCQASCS
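Seeding at 200 cells/uL, 12 h culture, 24 hr compound treatment, then luciferase reagent and a luminescence read; cells are HEK293 stably expressing a constitutively active GLP-1R plus cAMP-responsive luciferase.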
aSyn rescue: qHTS of alpha-syn Inhibitors; Yeast expressing alpha-synuclein, growth rescue, BacTiter-Glo, 24 h; Potency, µM (series often up to 46.1 µM), for the others: top-dose growth rescue (activation), hits mostly activators; 370,000 tested, 0.14% active; AID 652106, 2013; note: potency is the fitted concentration of half-maximal effect; % of control where 0% means no effect; nearly all actives have a fitted effect of over 65% in size
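Readout is rescue of growth in alpha-synuclein-expressing yeast, so inhibitors of toxicity appear as activators. Growth after 24 hr at 30 deg C in galactose medium is quantified by luminescence.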
FUS yeast rescue: qHTS for Suppressors of FUS Proteinopathy: Primary screen using FUS-linked yeast assay; S. cerevisiae FUS-expressing, growth rescue, OD600, 24 h; Potency, µM (highest dose often 76.6 µM), without a hit: at the top dose growth rescue (activation), actives largely listed as activators; 390,000 tested, 0.24% active; AID 1347120, 2019;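 note: potency is the fitted concentration of half-maximal effect; plate controls were DMSO vehicle for no effect and reference control for full effect; nearly all actives have a fitted effect of over 55% in size; some results filed as inactive show a strong effect at the top dose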
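Galactose (2%) drives FUS expression in yeast precultured in raffinose; seeding density OD 0.005. Test compounds incubated 24hr at 30C and 99% humidity before absorbance at 600 nm was measured.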
GLP1R cytotox: qHTS of GLP-1 Receptor Inverse Agonists: Cytotox Screen. HEK293 cAMP-luciferase reporter cells, luminescence, 24 h. 410,000 tested, 0.13% active. AID 624418, 2012. Potency, µM (titrated, usually from 38.3 µM), without a hit: at the highest dose activity change, negative = inhibition, hits mostly inhibitors;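 note: loss of luciferase light is scored as toxicity; potency is the fitted concentration of half-maximal effect; % is set by controls: 0 for no effect and ±100 for the full control effect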
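MLSMR compounds, 24 hr on cells at 37 deg C/5% CO2; luminescence after luciferase reagent (12 min RT). Inhibition counted as the undesired cytotoxic outcome.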
Starred values were filed as active, the others as inactive; i = inactive; ? = inconclusive; . = no result given; [ ] = another dose, or the depositor's remark. Unless noted, calls come from the whole dose curve; as a rule, active = well fitted curve in the direction sought with a large enough effect; inconclusive = small, poorly fitted or top-dose-only effect, or another doubt; inactive = no such curve, though single readings can be large; an effect the other way counts as inactive or inconclusive. A portion of the library; the hit share may differ from the screen's.

SMILES	PTHR1 agonist	pAkt inh	Abeta rescue	TDP43 rescue	MmCpn inh	GLP1R inv ag	aSyn rescue	FUS yeast rescue	GLP1R cytotox
C#CCCc1cocc1/C=[N+](\[O-])c1ccc(C(=O)OCC)cc1	-3%	i	-1%	13%	-1%	34%[activator]	-1%	28%	23%
COC(=O)C1=C(C)NC(C)=C(C(=O)OC)C1c1ccc(NC(C)=O)cc1	i	i	2%	-14%	-1%	6%	7%	-10%	5%
CN(C)c1ccc(NC(=O)CCSc2nc(-c3ccco3)cc(C(F)(F)F)n2)cc1	-3%	.	0%	19%	.	-19%	.	-10%	-5%
NC(=O)CSc1nnc(COc2ccc3ccccc3c2)o1	0%	i	1%	3%	-1%	-7%	-9%	-12%	0%
Cc1cc(C)cc(NC(=O)Cn2c(-c3ccccc3Cl)nc3ccccc32)c1	-13%	i	13%	21%	2%	?	-4%	36%	2%
Cn1c(=O)c2c(n(Cc3ccccc3)c1=O)NC(=O)C2CC(=O)N1CCc2ccccc2C1 (stereo not drawn)	i	i	-17%	-16%	0%	-25%	5%	?	-1%
COCCNC(=S)N/N=C/c1ccc([N+](=O)[O-])cc1	-22%	i	4%	-19%	1%	-29%	1%	-9%	?
Cc1ccc2nc(NC(=O)C3CCN(S(=O)(=O)c4cccc5nsnc45)CC3)sc2c1	-56%[inhibitor]	i	9%	0%	0%	-16%	-3%	.	-7%
O=C(NC1CCCC1)C1c2ccccc2OCC(=O)N1CC(F)(F)F (stereo not drawn)	4%	i	0%	12%	.	20%	-5%	-19%	-2%
COC(=O)C1(C)COP(=O)(Nc2ccc(OC)cc2)OC1 (stereo not drawn)	i	i	-11%	10%	.	-8%	-12%	-16%	-7%
COc1ccc(CN2CCN(c3ncnc4scc(-c5ccc(F)cc5)c34)CC2)cc1	-2%	i	-12%	0%	0%	?	-2%	21%	-16%
CN(C)S(=O)(=O)c1ccc(Cl)c(C(=O)Nc2ccccc2[N+](=O)[O-])c1	i	i	-22%	19%	2%	11%	1%	.	13%
CC(C)(C)c1cc(C(=O)NN)n(Cc2ccc(Cl)cc2Cl)n1	i	i	0%	15%	2%	?	0%	23%	-14%
C/C=C/C(=O)OCC(=O)Nc1cc([N+](=O)[O-])ccc1Cl	i	i	43%	27%	0%	9%	-1%	.	-11%
Cc1ccccc1C(=O)Nc1nncs1	-21%[57.5 µM]	i	-8%	0%	1%	13%	-6%	-13%	7%
O=C(CSc1nnc(Cc2cc(=O)[nH]c(=O)[nH]2)n1-c1ccccc1)NCC1CCCO1 (stereo not drawn)	i	i	8%	7%	0%	4%	1%	5%	-9%
CCCc1cc(CNC(=O)C2CCC(=O)N(Cc3ccccc3OC)C2)on1 (stereo not drawn)	1%	i	10%	8%	1%	-4%	?	12%	2%
COc1ccccc1C(c1nnnn1C(C)C)N1CCN(C(=O)c2ccco2)CC1 (stereo not drawn)	i	i	10%	-3%	-2%	6%	0%	-11%	-5%
CN1C(=O)N(CC(=O)Nc2cccc(S(=O)(=O)N(C)c3ccccc3)c2)C(=O)C12CCCCC2	-13%	i	0%	4%	-1%	?	0%	40%	2%
COc1ccc(-n2nc(C(=O)NCC(=O)N3CCN(c4ccccc4OC)CC3)c3ccccc3c2=O)c(OC)c1	-9%	i	4%	-15%	-5%	4%	-1%	?	-1%
CN(C)CCCNC(=O)C[C@H]1C[C@H](C(=O)N2CCCCC2)[C@@]2(CCc3ccccc3)c3[nH]c4ccc(Cl)cc4c3CCN2C1=O	i	i	-9%	-10%	1%	1%	-2%	22%	11%
Nc1cccc(-c2cn3cccnc3n2)c1	-24%	i	11%	-10%	-8%	15%	4%	?	-3%
COc1ccccc1-n1nnnc1SCC(=O)Nc1cc(C)on1	i	i	14%[9.22 µM]	9%	1%	-3%	5%	-13%	-4%
Nc1ncnc2c1ncn2[C@@H]1O[C@H](C(=O)N2CCC(F)(F)CC2)[C@@H](O)[C@H]1O	8%	i	3%	14%	.	31%[activator]	3%	-14%	-2%

The final 3 entries of the part before lead into the next.
SMILES	PTHR1 agonist	pAkt inh	Abeta rescue	TDP43 rescue	MmCpn inh	GLP1R inv ag	aSyn rescue	FUS yeast rescue	GLP1R cytotox
Nc1cccc(-c2cn3cccnc3n2)c1	-24%	i	11%	-10%	-8%	15%	4%	?	-3%
COc1ccccc1-n1nnnc1SCC(=O)Nc1cc(C)on1	i	i	14%[9.22 µM]	9%	1%	-3%	5%	-13%	-4%
Nc1ncnc2c1ncn2[C@@H]1O[C@H](C(=O)N2CCC(F)(F)CC2)[C@@H](O)[C@H]1O	8%	i	3%	14%	.	31%[activator]	3%	-14%	-2%
COc1cccc(NC(=S)NN2C(C)CCCC2C)c1 (stereo not drawn)	-1%	i	?	?	2%	?	1%	12%	-19%[1.53 µM]
O=C(Nc1ncnc2c1ncn2C1OC(COC(=O)c2ccccc2)C(F)C1O)c1ccccc1 (stereo not drawn)	-11%	i	1%	21%	0%	2%	0%	.	-25%
Cc1cccc(C)c1NC(=O)C1(NC(=O)Cn2cccc([N+](=O)[O-])c2=O)CCCCC1	?	i	-15%	-22%	2%	1%	-6%	1%	-2%
CC(Cc1ccccc1)NC(=O)CN1C(=O)c2ccccc2S1(=O)=O (stereo not drawn)	-41%[inhibitor]	i	-15%	4%	2%	-13%	8%	.	9%
Cc1ccc(/C=N/NC(=O)c2csc(C)c2)o1	i	i	15%	-9%	3%	-1%	0%	31%	10%
NC(=O)c1cc2nc(-c3ccco3)cc(C(F)(F)F)n2n1	-8%[57.5 µM]	.	-5%	-15%	-3%	18%	7%	22%	1%
O=C(CCCc1nc2ccccc2s1)N1CCN(S(=O)(=O)c2cccs2)CC1	-38%[inhibitor][57.5 µM]	i	-6%	2%	1%	-17%	-17%	1%	10%
NC(=O)C(=O)N/N=C/c1c(F)c(F)c(F)c(F)c1F	-10%	i	-2%	27%	-8%	-6%	4%	-34%	12%
Cc1ccc(-c2c(C#N)c(N)nc3c2CCCC3)o1	-24%	i	19%	21%	-2%	-2%	-1%	-27%	1%
Cc1ccc(C(=O)NNC(=O)c2cc(C)nc3ccccc23)cc1	i	i	4%	38%	0%	10%	0%	.	-13%
Cn1c(=O)c(=O)n(C)c2cc(S(=O)(=O)Nc3ccc(Cl)c(C(F)(F)F)c3)ccc21	-67%[inhibitor]	.	1%	2%	.	13%	.	-5%	7%
CCOC(=O)c1c(C)[nH]c(C(=O)COC(=O)C2CC(=O)N(Cc3ccccc3)C2)c1C (stereo not drawn)	i	i	8%	5%	-2%	32%[activator]	-7%	27%	-3%
CCO[C@H]1OC(C(=O)Nc2ccccc2)=C[C@@H](c2ccc(Br)cc2)[C@@H]1CCCO	i	i	0%	?	.	?	20%	?	-17%
CCN1CCN(S(=O)(=O)c2ccc(OC)cc2)CC1	i	i	23%	10%	0%	4%	-2%	-9%	44%[activator]
Cc1ccc(NC(=O)C2CCN(c3nc4ccccc4[nH]3)CC2)cc1Cl	i	.	5%	15%	.	?	.	4%	2%
COc1cccc(/C=C/C(=C2/C(=O)N(c3ccccc3)N=C2C)c2ccc(C)cc2)c1OC	i	i	-8%	14%	0%	0%	-1%	.	-2%
Cc1nc(CS(=O)(=O)c2ccccc2)cc(Sc2ccc(Cl)cc2)n1	-19%[57.5 µM]	i	-24%	?	-2%	?	15%	3%	4%
Cc1noc(C)c1COc1ccc(CC(=O)NC2CCCCCC2)cc1	-21%	i	-8%	-8%[0.397 µM]	-1%	?	6%	17%	-3%
CC(=O)Nc1ccc(NC(=O)c2cc3c(=O)n(Cc4cccnc4)ccc3nc2C)cc1	-25%	.	-6%	2%	.	2%	.	-3%	3%
COc1ccc(C2CC(C)=C(C#N)S(=O)(=O)C2C#N)cc1 (stereo not drawn)	i	i	-21%	-28%	2%	-9%	0%	?	0%
CCOc1ccc(-c2cc(-c3nc(-c4ccc(OC)c(OC)c4)no3)[nH]n2)cc1	-26%	.	-16%	15%	.	0%	.	-15%	3%
Cc1ccc(OCC(=O)NNC(=O)C2CC(=O)N(c3ccc4c(c3)OCCO4)C2)cc1 (stereo not drawn)	-7%	i	14%	0%	-2%	3%	1%	17%	2%
COc1ccc(C)cc1NC(=S)N1CCOCC1	i	i	5%	-1%	0%	20%	-10%	-29%	3%
CC(=O)c1ccc(NC(=O)C2CCN(S(=O)(=O)c3cccnc3)CC2)cc1	i	i	.	19%	0%	12%	9%	6%	1%
COc1ccc(C(=O)NC(=S)N2CCCCC2)cc1[N+](=O)[O-]	i	i	18%	28%	0%	-28%	2%	.	-24%
CCc1ccc2nc(SCC(=O)Nc3ccccc3N3CCOCC3)c(C#N)cc2c1	-15%	i	4%	-8%	0%	-8%	8%	-1%	-3%
